EPAC2 ag – EPAC2 (human) agonism; Q8WZA2; EPAC2 activation, biochemical qHTS; response scale: 100% = 6.5 mM cAMP response; Potency, µM (series often up to 154 µM), for inactives: at the highest dose activation, most hits filed as activators; 360,000 compounds, 0.079% hits; AID 720711; note: potency is the fitted concentration of half-maximal effect; nearly all actives have a fitted effect of over 50% in size
Target sequence (Q8WZA2 whole entry, looked up): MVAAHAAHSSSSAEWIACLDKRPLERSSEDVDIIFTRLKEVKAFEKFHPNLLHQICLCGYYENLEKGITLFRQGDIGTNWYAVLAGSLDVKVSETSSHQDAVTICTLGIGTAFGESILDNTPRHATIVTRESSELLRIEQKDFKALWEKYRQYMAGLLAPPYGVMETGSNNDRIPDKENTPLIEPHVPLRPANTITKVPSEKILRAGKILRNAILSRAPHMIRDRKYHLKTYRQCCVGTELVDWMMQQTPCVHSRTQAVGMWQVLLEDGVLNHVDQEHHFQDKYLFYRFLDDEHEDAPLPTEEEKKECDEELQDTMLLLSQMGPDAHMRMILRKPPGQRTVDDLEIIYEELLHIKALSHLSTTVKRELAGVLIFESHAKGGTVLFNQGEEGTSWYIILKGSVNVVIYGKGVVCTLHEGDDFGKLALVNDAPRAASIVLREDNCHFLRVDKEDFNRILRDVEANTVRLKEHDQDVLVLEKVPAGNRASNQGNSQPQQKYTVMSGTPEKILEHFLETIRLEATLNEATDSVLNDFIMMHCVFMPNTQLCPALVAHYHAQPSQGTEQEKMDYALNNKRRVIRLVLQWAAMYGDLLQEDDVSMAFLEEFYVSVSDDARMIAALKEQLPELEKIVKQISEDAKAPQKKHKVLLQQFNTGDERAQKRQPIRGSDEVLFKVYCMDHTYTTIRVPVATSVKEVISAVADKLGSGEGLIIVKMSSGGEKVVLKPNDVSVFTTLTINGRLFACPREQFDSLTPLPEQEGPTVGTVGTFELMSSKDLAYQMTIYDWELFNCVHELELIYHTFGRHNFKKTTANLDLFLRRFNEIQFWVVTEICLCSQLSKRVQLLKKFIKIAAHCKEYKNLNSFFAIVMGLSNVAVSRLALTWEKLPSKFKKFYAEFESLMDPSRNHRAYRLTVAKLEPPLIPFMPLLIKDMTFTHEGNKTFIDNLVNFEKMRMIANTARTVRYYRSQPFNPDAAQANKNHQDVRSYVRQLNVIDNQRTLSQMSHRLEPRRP
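Exchange assay: 100 nM EPAC2 with 250 nM Rap1B-BODIPY-GDP and 50 uM GDP. Fluorescence (ex 480/em 540 nm) read every 5 min for 30 min at room temperature. Data normalized to 6.5 mM cAMP as agonist control.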
Nrf2 inh – blocks Nrf2 signaling. A549 ARE-Fluc reporter, luciferase luminescence, 18-24 h. Potency, µM (titrated, usually from 46 µM), for the others: at the highest dose activity change, negative = inhibition, actives largely listed as inhibitors. 360,000 compounds, 2.1% hits. AID 504444; note: potency is the fitted concentration of half-maximal effect; % is set by controls: 0 for no effect and ±100 for the full control effect; nearly all actives have a fitted effect of over 60% in size
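In this cell-based qHTS, ARE-driven firefly luciferase in A549 cells reports Nrf2 activity; the luminescent signal after BugLite lysis is the measured value, with a prior CellTiter-Fluor read for cell health.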
A549 tox – A549 cytotoxicity, counter-screen for Nrf2 inhibitors | A549 ARE-Fluc cells, CellTiter-Fluor viability, 18-24 h | Potency, µM (titrated, usually from 46 µM), inactives show at the top dose activity change, negative = cytotoxicity, actives largely listed as inhibitors | 390,000 compounds, 0.16% hits; note: potency is the fitted concentration of half-maximal effect; % is set by controls: 0 for no effect and ±100 for the full control effect
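A549 ARE_Fluc cells in 5% FBS OPTI-MEM were exposed to compounds in concentration-response for 18-24 h at 37 deg C. Viability was read by CellTiter-Fluor fluorescence (Ex 405/Em 525) after 30 min, before the luciferase read.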
CCT modulator – modulators of cytosolic chaperonin (CCT/TRiC) activity | purified chaperonin ATPase assay, HTRF ADP detection, 30 min | activity change, % (no concentration beside the values), hits read low | 360,000 compounds, 0.3% hits; in the data active = activity change below about -30%; note: % is set by controls: 0 for no effect and ±100 for the full control effect
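TRiC (40 or 20 nM final, by batch activity) in 30 mM Tris pH 7.4, 100 mM KCl, 5 mM MgCl2, 1 mM DTT was treated with compound at 76 uM single dose, then 10 uM ATP, 30 min at 37 °C. ADP was read by HTRF Transcreener.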
Mm-Cpn inhibitor – blocks the Methanococcus maripaludis chaperonin Mm-Cpn; 330,000 compounds, 0.031% hits; Potency, µM (titrated, usually from 76.9 µM), for inactives: at the top dose activity, negative = inhibition, most hits filed as inhibitors; purified Mm-Cpn ATPase, ADP Transcreener TR-FRET; note: potency is the fitted concentration of half-maximal effect; % is set by controls: 0 for no effect and ±100 for the full control effect; nearly all actives have a fitted effect of over 80% in size
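Reaction buffer contained 30 mM Tris pH 7.4, 100 mM KCl, 5 mM MgCl2 and 1 mM DTT. Mm-CPN (25 nM final) hydrolysed 10 uM ATP over 30 min at 37°C; ADP was read by HTRF.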
Akt phos inh – inhibitors of Akt phosphorylation. Neuro2A IGF-stimulated pAkt S473 HTRF, 20 min; stronger effect = lower value. activity change, % for hits at 50 µM. 360,000 compounds, 0.32% hits. AID 651550; in the data active = activity change below about -80%; inconclusive = mostly about -51% to -80%; note: % is set by controls: 0 for no effect and ±100 for the full control effect
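Single-point screen (50 µM final compound) in Neuro2A cells stimulated 20 min with 6 nM IGF at 37 deg C. After lysis, Ser473-phosphorylated Akt read by HTRF (ex 330 nm, em 615/665 nm) as the 665/615 ratio.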
TGFb inhibitor – inhibitors of TGF-b signaling. Potency, µM (highest dose often 46.1 µM), for inactives: at the highest dose activity, negative = inhibition, usual class: inhibitors. HepG2 CAGA-GFP TGF-b/SMAD3 reporter, GFP fluorescence, 18 h; TGF-beta stimulated, 500 pg/mL final. 410,000 compounds, 1.2% hits. AID 588855; note: potency is the fitted concentration of half-maximal effect; % is set by controls: 0 for no effect and ±100 for the full control effect; nearly all actives have a fitted effect of over 65% in size
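Inhibition of TGF-beta-driven CAGA-GFP reporter expression in HEPG2 cells is measured by cellular GFP fluorescence after 18 h stimulation with 500 pg/mL recombinant TGF-beta in 1% FBS medium at 37 degrees C.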
EPAC2 antag – EPAC2 (human) antagonism | EPAC2 GEF exchange of Rap1B-BODIPY-GDP, fluorescence | Potency, µM (highest dose often 114 µM), inactives show at the highest dose activity, negative = inhibition, most hits filed as inhibitors | 360,000 compounds, 0.18% hits; note: potency is the fitted concentration of half-maximal effect; % is set by controls: 0 for no effect and ±100 for the full control effect; nearly all actives have a fitted effect of over 45% in size; many of its hits are not listed in these tables
Nrf2 ARE act – Nrf2 pathway activation; AREc32 ARE-luciferase reporter (MCF7-derived line), luminescence, 24 h; Potency, µM (series often up to 46.1 µM), inactives show at the top dose activation, most hits filed as activators; 410,000 compounds, 0.31% hits; AID 624171; note: potency is the fitted concentration of half-maximal effect; % of control where 0% means no effect; nearly all actives have a fitted effect of over 65% in size
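ARE activation measured as luciferase luminescence (Steady-Glo, 30 min RT) in AREc32_Fluc cells after 24 hr compound exposure at 37 deg C, 5% CO2; cells seeded overnight at 1000/well in OPTI-MEM, 5% FBS.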
The depositor's hits bear a star; i = inactive; ? = inconclusive; . = not tested or not shown; & = joins results of further samples; [ ] = another dose, or the depositor's remark. Unless noted, calls come from the whole dose curve; as a rule, active = well fitted curve in the direction sought with a large enough effect; inconclusive = small, poorly fitted or top-dose-only effect, or another doubt; inactive = no such curve, though single readings can be large; an effect the other way counts as inactive or inconclusive. The list is partial; the hit share may differ from the screen's.

SMILES	EPAC2 ag	Nrf2 inh	A549 tox	CCT modulator	Mm-Cpn inhibitor	Akt phos inh	TGFb inhibitor	EPAC2 antag	Nrf2 ARE act
CCOc1ccc(NC(=O)CN(C)C(=O)c2ccc(N3CCCCC3)c([N+](=O)[O-])c2)cc1OCC	6%	?	-5%	-1.7	-2%	i	4%	-3%	0.7%
COc1cccc(-n2c(SCC(=O)NC(C)(C)C)nnc2-c2ccoc2C)c1	-6%	9%	10%	-3.8	-5%	i	-11%	9%	-0.6%
CS(=O)(=O)c1ccccc1-c1nc(-c2cc(C(F)(F)F)cc(C(F)(F)F)c2)no1	-9%	9%	-3%	-2.9	1%	i	4%	0%	-0.1%
CCCCOc1cc(C)nc(NCc2ccccc2)n1	-6%	8%	11%	2.4	-6%	i	-29%	?	2.6%
COc1ccc(C(O)Cn2ccsc2=NC(C)=O)cc1 (stereo not given)	-5%	11%	1%	0.9	1%	i	9%	-7%	0.0%
Cc1ccc(NC(=O)CN2CCCC2)cc1Br	2%	7%	1%	-0.5	-27%	i	0%	14%	0.3%[9.22 µM]
N#Cc1nc(-c2cccs2)oc1NCc1ccccc1Cl	13%	?	-11%	-3.4	1%	i	?	-6%	6.5%
Cc1ccsc1C(=O)Nc1cc(C(C)(C)C)nn1-c1ccccc1	19%	.	-10%	-1.0	0%	.	-7%	-25%	1.6%
CC(C)(C)OC(=O)N1CCC(C(=O)Nc2cccc(C(=O)N3CCOCC3)c2)CC1	-1%	-15%	-12%	-3.2	1%	i	15%	-5%	0.1%
Cc1ccccc1NC(=O)c1cc(S(=O)(=O)N2CCOCC2)cn1C	0%	12%	-1%	0.3	1%	i	-8%	8%	-0.8%
Cc1ccc(C)c(NC(=O)COC(=O)c2ccc[n+]([O-])c2)c1	22%	1%	1%	-6.3	-1%	i	0%	-1%	0.3%
COc1ccc(-n2nc3c(N4CCC(C(=O)NCc5ccccc5)CC4)nnc(C)c3c2C)cc1	-1%	-16%	-1%	-0.8	1%	i	8%	-2%	0.0%
CC(C)C[C@H]1CNC(=S)N1C[C@H]1CCCN1C[C@H](Cc1ccccc1)N1C[C@H](Cc2ccc(O)cc2)N(CCc2ccccc2)C1=S	4%	.	.	-1.9	.	i	7.1µM*	16%	-0.8%
Cc1cccc(Cn2cnc3c(NS(C)(=O)=O)c(C)c(C)cc32)c1	-6%	-6%	-2%	-0.3	-1%	i	-1%	-13%	1.6%
COc1cc2c(=O)c(C(=O)c3ccc(C)c(C)c3)cn(Cc3ccccc3)c2cc1OC	.	20%	-10%	.	.	.	2%	.	0.3%
CCOC(=O)c1cccc(NC(=O)C(C)n2c(C)c3cnn(-c4ccccc4)c(=O)c3c2C)c1 (stereo not given)	.	-3%	8%	.	.	.	-29%	.	4.3%
O=C(CN1C(=O)c2ccccc2S1(=O)=O)c1ccc(F)c(F)c1	2%	?	11%	0.1	-4%	i	-6%	5%	-2.4%
CC(C)NC(=O)C1Cc2c(-c3ccc(Cl)cc3)ccnc2O1 (stereo not given)	-2%	.	.	-1.6	.	i	8%	-10%	-1.1%
Cc1cc2ccccc2c(=O)n1CC(=O)N(C)c1ccc(F)cc1	-3%	4%	-2%	-0.6	1%	i	-21%	0%	-0.8%
CCOCCn1c(=NC(=O)CSCC(=O)Nc2cc(C)on2)sc2cc(OC)ccc21	4%	-16%	-1%	-0.1	3%	i	2%	2%	0.5%
Cc1nnc(NN2CCOCC2)[nH]c1=O	7%	6%	2%	-3.0	-1%	i	-4%	9%	0.0%
COc1cc2ncnc(NCCc3ccccc3)c2cc1OC	6%	23µM*	-4%	-0.3	1%	i	?	-2%	5.8%
O=C(CSc1nnc(-c2ccccc2)c(-c2ccccc2)n1)NC1CCS(=O)(=O)C1 (stereo not given)	2%	-3%	1%	0.2	-8%	i	?	6%	0.0%
Fc1ccc2c(c1)c1n[nH]c(=S)nc1n2CCc1ccccc1	-5%	?	1%	-0.8	3%	i	-2%	10%	2.7%
Cc1nc(-c2ccccc2)sc1C(=O)CSc1ccc(Br)cc1	8%	.	-7%	-3.9	-2%	i	-3%	-7%	2.9%
Cc1ccc(CN2C(=O)CCC2C(=O)NCCN(CC(C)C)CC(C)C)cc1 (stereo not given)	-11%	1%	-1%	0.8	-1%	i	24%	3%[57.1 µM]	0.6%
Cc1nn(-c2ccccc2)c(C)c1C(=O)OC/C(O)=C(\C#N)c1nc2ccccc2[nH]1	-6%	7%	0%	-1.6	-1%	i	-2%	0%	2.9%
Cc1cc(NC(=O)C2CCN(S(=O)(=O)c3c(C)noc3C)CC2)ccc1Br	5%	21%&-3%	4%&1%	-0.6	3%	i	?	1%	-0.3%&0.3%
CCc1cccc(C)c1NC(=O)c1ccccc1	2%	2%	-8%	-0.4	2%	i	2%	-9%	0.1%
COc1ccccc1CNC(=O)C1CC(=O)N(C2CCCC2)C1 (stereo not given)	7%	-4%	0%	-5.0	-2%	i	0%	-1%	0.3%
COc1cccc(N2CCN(S(=O)(=O)c3cn(C)cn3)CC2)c1	8%	25%	14%	-1.2	-1%	i	-3%	-1%	-0.1%
N/C(Cc1ccc([N+](=O)[O-])cc1)=N\OC(=O)COc1cccc2ccccc12	7%	.	7%	-2.5	1%	i	7%	-3%	-0.9%
CC(NC(=O)COC(=O)/C=C/c1cccc(C(F)(F)F)c1)c1ccccc1 (stereo not given)	-10%	3%	-1%	0.2	-3%	i	-18%	2%	5.4%
COc1ccccc1N1CCN(C(=O)c2cn(-c3ccccc3)nc2-c2cccnc2)CC1	3%	5%	3%	0.5	-1%	i	-17%	4%	-0.6%
COc1ccc(C(=O)O/N=C(\N)c2ccc(Br)cc2)cc1	-3%	?	6%	2.6	3%	i	0%	4%	6.3%
CCCCCn1c(SCC(=O)c2ccccc2)nc2cc(C(=O)NCC3CCCO3)ccc2c1=O (stereo not given)	1%	-6%	2%	0.2	.	i	1%	-5%	0.0%
O=c1cc(CSc2ccc(Cl)cc2)nc2nc[nH]n12	6%	-9%	14%	2.3	1%	i	2%	-2%	0.0%
Cc1cccc(C)c1NC(=O)NC1(C(=O)N2CCCC2)CCCCC1	14%	-5%	-4%	1.5	0%	i	0%	-1%	0.2%
CCCCSc1nc2c(cnn2-c2ccc(Cl)cc2)c(=O)[nH]1	0%	-3%	9%	-3.1	-1%	i	2%	-4%	-0.2%
COCCN(C(=O)CCC(=O)Nc1nccs1)C(C(=O)NC(C)(C)C)c1ccc(Cl)cc1 (stereo not given)	-4%	6%	2%	-0.1	0%	i	-1%	9%	-1.0%
CCN1CCN(c2ccc(NC(=O)CCc3c(C)nc4c(-c5ccccc5)c(C)nn4c3C)cc2)CC1	2%	-7%	-18%	-2.9	1%	i	?	-7%	6.1%
O=C(Nc1cc(S(=O)(=O)N2CCCCC2)ccc1Cl)c1ccccc1NS(=O)(=O)c1ccc(F)cc1	-10%	3.7µM*	?	0.4	0%	i	3.5µM*	-17%	3.5%
O=C(Cn1cc(C(F)(F)F)ccc1=O)NCc1ccc(F)cc1	5%	?	4%	-2.3	0%	i	-3%	-2%	0.3%
COc1cc(CNc2nnnn2C)ccc1OCc1ccc(F)cc1Cl	5%	-10%	2%	-3.1	-2%	i	2%	-29%	3.0%
CC1=C(C(=O)Nc2ccccc2)C(c2coc3ccccc3c2=O)C2=C(CCCC2=O)N1 (stereo not given)	7%	?	-23%	-4.1	-1%	i	12%	-5%	4.3%
Cc1ccccc1CN1c2ccccc2-c2nc(SCC(=O)NCCc3ccccc3)ncc2S1(=O)=O	.	23%	3%	.	.	.	9%	.	0.0%
CCc1ccc(/C=N\NC(=O)c2ccc(Br)o2)s1	11%	?	-6%	0.9	-2%	i	-23%	0%	4.8%
COc1cccc2cc(C(=O)NCCc3c[nH]c4ccccc34)c(=O)oc12	4%	14%	2%	1.6	1%	i	-4%	-11%	3.3%
O=C(OCc1ccccc1)N1CCOCCN(C(=O)OCc2ccccc2)CCOCC1	8%	?	?	-5.7	1%	i	1%	-13%	-0.7%
O=S(=O)(c1cccc(Cl)c1)c1nnn2c1nc(NC1CCCCCC1)c1sccc12	.	?	7%	.	.	.	23%	.	-0.5%

Next part
SMILES	EPAC2 ag	Nrf2 inh	A549 tox	CCT modulator	Mm-Cpn inhibitor	Akt phos inh	TGFb inhibitor	EPAC2 antag	Nrf2 ARE act
Cc1cc(OCC(=O)Nc2ccc(C(=O)OC3CCCCC3)cc2)cc(C)c1Cl	.	8%	-1%	.	.	.	-18%	.	-1.4%
CCN(CC)Cc1c(O)ccc2c1O/C(=C\C=C\c1ccccc1)C2=O	21%	?	?	-3.8	-6%	i	7%	29%	?
COC(=O)C1=C(C)N(Cc2ccccc2)C(=NCCCCO)N[C@H]1c1cccc(C(F)(F)F)c1	3%	20%	-2%	-2.1	-1%&-3%	i	?	1%	-5.3%
O=C(Nc1cccnc1)C1OCCc2ccccc21 (stereo not given)	4%	7%	1%	1.3	1%	i	5%	-3%	0.4%
COC1=C(c2ccccc2)C(=O)c2ccccc2C1=O	9%	-13%	0%	-3.6	-1%	i	11µM*	-4%	-2.8%
O=C(c1ccco1)N1CCN(C(=S)Nc2ccccc2Cl)CC1	-3%	-14%	1%	-1.4	1%	i	0%	8%	-0.7%
O=C(NCCc1ccc(Cl)cc1)C1CCN(S(=O)(=O)c2ccc(-n3cnnn3)cc2)CC1	-20%	-28%	1%	1.5	-2%	i	-1%	7%	-0.1%
